# Compound activity (PubChem BioAssay)
# TAG inh: reduces triacylglycerol accumulation in H9c2 cells; Nile Red lipid (TAG) fluorescence; cells loaded with 200 µM oleic acid; inhibition, % at 12.5 µM; actives 0.66% (n = 230,000); AID 651582;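 active = pattern-corrected inhibition of lipid staining of at least 50% with the nuclear-stain viability signal not falling by more than 50%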;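 also: 0% = DMSO wells and 100% = triacsin C control wells; some results filed as inactive read as strong as hits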
# TAG inh DAPI viability: second read-out of TAG inh, no call of its own (marks repeat the call); DAPI nuclei signal change (viability), lower = more cytotoxic, %;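 whole-well DAPI fluorescence read on a plate reader as a viability signal; minus 50 percent equals half of cells still viable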
# * marks the source's active call; other numbers are inactive results. This is a subset (hit frequency here may not be typical).
# Preview, 20 compounds:
SMILES,TAG inh,TAG inh DAPI viability
C#CCOCCOCCOCCNc1nc(N2CCN(C(=O)CCCCCCCCCCNC(=O)[C@H](CCCCN)n3cc(CCO)nn3)CC2)nc(N2CCN(C(=O)CCCCCCCCCCNC(=O)[C@@H]([C@H](C)O)n3cc(C)nn3)CC2)n1,-24.8,12.2
CCCc1ccc(C(O)c2ncc(-c3cccc(C)c3)[nH]2)cc1 (configuration not stated),-20.8,8.2
CCSc1cc(Cl)nc(N)n1,-0.5,3.7
CCOc1ccc(N2CC(C(=O)Nc3ccccc3N3CCOCC3)CC2=O)cc1 (configuration not stated),2.3,-6.9
Cc1cc2c(cc1C)CSC(c1ccc3ccccc3c1O)SC2,0.1,5.3
CCOC(=O)C1CCN(S(=O)(=O)c2ccc(OC)c(Cl)c2)CC1,-11.7,1.9
CN(c1ccccc1)S(=O)(=O)c1ccc(C(=O)NNC(=O)c2ccccc2F)cc1,17.8,-5.9
O=C(NC12CC3CC(CC(C3)C1)C2)N(Cc1ccccc1)Cc1ccncc1,-18.5,-2.0
COC(=O)c1ccc(N2C(=O)CC(NCc3ccccc3)C2=O)cc1 (configuration not stated),-2.9,-3.2
COc1ccc(N2CCN(C(=S)Nc3ccccc3OC)CC2)cc1,-5.9,3.6
O=C(O)c1ccc(NC(=O)c2ccccc2NC(=O)c2cccc(Br)c2)cc1,3.3,-2.9
CC(C)CC(=O)Nc1ccc(C(=O)COC(=O)CN2C(=O)NC3(CCCCC3C)C2=O)cc1 (configuration not stated),-10.0,3.1
CSCCC(NC(=O)c1ccc(Cl)cc1)C(=O)OCC(=O)Nc1cc(Cl)ccc1C#N (configuration not stated),-3.4,-0.5
COc1ccccc1C(=O)C1CCCN(C(=O)CCC(=O)c2ccccc2)C1 (configuration not stated),-11.5,0.8
CCc1ccc(-c2nc(SCC(=O)NC3CCS(=O)(=O)C3)n[nH]2)cc1 (configuration not stated),10.2,-7.4
CCOc1ccc(N(CC(=O)NCc2ccccc2OC)S(C)(=O)=O)cc1,-2.1,2.6
CCOc1ccc(S(=O)(=O)N2CCN(C(=O)CCC(=O)N3CCOCC3)CC2)cc1,5.1,-3.2
CCOc1ccc(/C=N/NC2=NCCCCC2)cc1,-5.5,10.6
N#CC1=C(N)OC2=C(C(=O)CCC2)C1c1cc2c(cc1Br)OCO2 (configuration not stated),3.3,-4.0
Cc1ccc(C(=O)OCC(=O)Nc2ccc3c(c2)OCO3)c(O)c1,-21.3,-0.9

# All compounds of this part, from the start:
SMILES,TAG inh,TAG inh DAPI viability
C#CCOCCOCCOCCNc1nc(N2CCN(C(=O)CCCCCCCCCCNC(=O)[C@H](CCCCN)n3cc(CCO)nn3)CC2)nc(N2CCN(C(=O)CCCCCCCCCCNC(=O)[C@@H]([C@H](C)O)n3cc(C)nn3)CC2)n1,-24.8,12.2
CCCc1ccc(C(O)c2ncc(-c3cccc(C)c3)[nH]2)cc1 (configuration not stated),-20.8,8.2
CCSc1cc(Cl)nc(N)n1,-0.5,3.7
CCOc1ccc(N2CC(C(=O)Nc3ccccc3N3CCOCC3)CC2=O)cc1 (configuration not stated),2.3,-6.9
Cc1cc2c(cc1C)CSC(c1ccc3ccccc3c1O)SC2,0.1,5.3
CCOC(=O)C1CCN(S(=O)(=O)c2ccc(OC)c(Cl)c2)CC1,-11.7,1.9
CN(c1ccccc1)S(=O)(=O)c1ccc(C(=O)NNC(=O)c2ccccc2F)cc1,17.8,-5.9
O=C(NC12CC3CC(CC(C3)C1)C2)N(Cc1ccccc1)Cc1ccncc1,-18.5,-2.0
COC(=O)c1ccc(N2C(=O)CC(NCc3ccccc3)C2=O)cc1 (configuration not stated),-2.9,-3.2
COc1ccc(N2CCN(C(=S)Nc3ccccc3OC)CC2)cc1,-5.9,3.6
O=C(O)c1ccc(NC(=O)c2ccccc2NC(=O)c2cccc(Br)c2)cc1,3.3,-2.9
CC(C)CC(=O)Nc1ccc(C(=O)COC(=O)CN2C(=O)NC3(CCCCC3C)C2=O)cc1 (configuration not stated),-10.0,3.1
CSCCC(NC(=O)c1ccc(Cl)cc1)C(=O)OCC(=O)Nc1cc(Cl)ccc1C#N (configuration not stated),-3.4,-0.5
COc1ccccc1C(=O)C1CCCN(C(=O)CCC(=O)c2ccccc2)C1 (configuration not stated),-11.5,0.8
CCc1ccc(-c2nc(SCC(=O)NC3CCS(=O)(=O)C3)n[nH]2)cc1 (configuration not stated),10.2,-7.4
CCOc1ccc(N(CC(=O)NCc2ccccc2OC)S(C)(=O)=O)cc1,-2.1,2.6
CCOc1ccc(S(=O)(=O)N2CCN(C(=O)CCC(=O)N3CCOCC3)CC2)cc1,5.1,-3.2
CCOc1ccc(/C=N/NC2=NCCCCC2)cc1,-5.5,10.6
N#CC1=C(N)OC2=C(C(=O)CCC2)C1c1cc2c(cc1Br)OCO2 (configuration not stated),3.3,-4.0
Cc1ccc(C(=O)OCC(=O)Nc2ccc3c(c2)OCO3)c(O)c1,-21.3,-0.9
COC(=O)c1ccccc1NC(=O)C(C)Oc1ccccc1 (configuration not stated),-81.2,6.4
CCCOC(=O)CC1C(=O)NCCN1Cc1ccc(F)cc1 (configuration not stated),-2.1,3.8
Cc1cc2ccccc2n1CCNCc1c(C(=O)N2CCOCC2)nc2ccccn12,0.6,1.4
COc1ccccc1C(=O)Nc1ccnn1C1CCN(C2CCCCC2)CC1,9.3,-3.2
CC(C)OC(=O)c1cc2c(ccn2-c2ccc(F)cc2)n1CC(=O)N1CCN(C(=O)c2ccco2)CC1,3.2,4.0
C[C@H](CO)N1C[C@H](C)[C@@H](CN(C)S(=O)(=O)c2cccs2)Oc2c(NC(=O)Nc3ccc4c(c3)OCO4)cccc2C1=O,-17.1,10.2
Cc1cccc(NC(=O)NN2CCN(C)CC2)c1C,-2.5,6.1
Oc1cc(-c2ccncc2)cc2cccnc12,81.9,-50.2
CCOc1ccc(NC(=O)c2ccc3c(SCC(=O)O)c4c(nc3c2)CCCC4)cc1,-2.2,-0.1
CN(C)S(=O)(=O)c1ccc(C(=O)OCCCN=C2NS(=O)(=O)c3ccccc32)cc1,9.2,2.9
O=C(NN=Cc1ccc(N2CCOCC2)cc1)c1cc2ccccc2cc1O,3.1,0.1
CC(=O)Nc1cccc(C(=O)Nc2ccccc2C(=O)O)c1,-11.2,-0.8
CSC(=Nc1ccccc1)C(C#N)c1nc2ccccc2[nH]1 (configuration not stated),14.6,0.3
COc1ccc(C(=O)NC(=S)N(C)C2CCCCC2)cc1,-1.3,1.2
Cc1cc2c(cc1C)NC1(C(=O)Nc3ccccc31)C1=C(CC(C)(C)CC1=O)N2 (configuration not stated),10.7,4.6
COc1ccc(N2CCN(C(=O)CN3C(=O)C4CC=CCC4C3=O)CC2)cc1 (configuration not stated),1.4,5.0
CC(C)Cc1nnc(NC(=O)CSc2nc(O)c(Cc3ccccc3)c(=O)[nH]2)s1,6.9,-9.3
O=C(COC(=O)C1=COCCO1)Nc1cc(Cl)c(Cl)cc1Cl,13.6,-4.3
CCn1ccnc1C(O)c1cccc(OC)c1 (configuration not stated),18.0,-1.7
O=C(NCc1cccnc1)c1cc([N+](=O)[O-])ccc1N1CCOCC1,-6.7,2.6
O=C(NC(=S)NCCc1ccccn1)c1ccccc1,-5.6,0.7
O=C(NCCSc1ccccn1)c1ccc(Cl)cc1Cl,-1.5,4.6
COc1ccc(OCCN2CCC(C(=O)NC(c3ccc(OC)cc3)c3ccccn3)CC2)cc1 (configuration not stated),7.6,14.0
Cc1ccc(-n2c(-c3ccccc3)c[n+]3c2CCc2ccccc2-3)c(C)c1,3.3,12.3
C[C@H](CO)N1C[C@H](C)[C@@H](CN(C)C(=O)NC2CCCCC2)Oc2c(NC(=O)c3ccncc3)cccc2C1=O,-18.6,2.3
O=C(CN1CCN(c2ccc(F)cc2)CC1)Nc1ccccc1,3.5,-10.4
O=C(Nc1ccc(N2CCN(C(=O)c3ccccc3)CC2)cc1)c1ccc2c(c1)OCCO2,-10.9,4.5
O=S(=O)(Nc1ccc(Br)cc1)c1cccc(NS(=O)(=O)c2cccs2)c1,-6.2,2.2
O=C(Nc1cccc2ccccc12)NC1CCCc2ccccc21 (configuration not stated),0.6,-2.9
C[C@@H]1CN([C@H](C)CO)C(=O)CCCn2cc(nn2)CO[C@H]1CN(C)C(=O)Nc1ccccc1F,-1.4,-1.0
COc1ccc(-c2noc(N3CCCC(C(=O)Nc4ccc(F)cc4F)C3)n2)cc1 (configuration not stated),5.3,-1.0
Cc1ccccc1NC(=O)/C(C#N)=C/c1ccc[nH]1,-15.5,-2.6
COC(=O)c1cccnc1NC(=S)NNC(=O)c1ccccc1,19.9,-10.6
O=C1CCN(Cc2ccccc2)CCN1[C@H](CSc1ccccc1)c1ccccc1,-16.4,-8.7
CCOC(=O)C1=C(CNCc2ccc(F)cc2)NC(=O)NC1c1cccc([N+](=O)[O-])c1 (configuration not stated),7.8,-11.4
O=C(Nc1cccc(S(=O)(=O)N2CCOCC2)c1)c1ccc(Cl)c([N+](=O)[O-])c1,8.2,-0.2
Cc1cccc(N2CCN(CC(=O)Nc3nccs3)CC2)c1C,24.6,-5.2
S=c1[nH]nc(-c2ccccc2)n1Cc1ccccc1,11.6,-3.0
Cc1ccc(CNC(=O)c2ccc(N3CCC4(CC3)CC(c3ccccc3)=NO4)c([N+](=O)[O-])c2)cc1,11.5,-2.4
O=C(Nc1ccc(S(=O)(=O)N2CCOCC2)cc1)c1cc(S(=O)(=O)N2CCOCC2)ccc1Cl,0.7,1.2

# (continued)
SMILES,TAG inh,TAG inh DAPI viability
CCS(=O)(=O)N1CCN(c2ccc([N+](=O)[O-])c(NC(C)c3ccccc3)c2)CC1 (configuration not stated),6.6,-1.4
COCC(=O)Nc1ccc(F)cc1,4.8,4.9
CC1CCCCN1C(=S)NC(=O)c1ccccc1 (configuration not stated),-8.3,7.9
CCn1c(=O)cc(OCC(=O)Nc2ccc(OC)c(OC)c2)c2ccccc21,2.6,9.6
O=C(CSc1nccn(-c2ccc(F)c(F)c2)c1=O)NC1CCCC1,-2.2,-5.5
COc1ccc(C(CNC(=O)COc2ccccc2C)N2CCOCC2)cc1 (configuration not stated),21.4,-9.2
CCCCCN=CC1=C(O)CC(c2ccccc2)CC1=O (configuration not stated),8.9,-4.3
CCC1=CC(c2ccccc2)n2ncnc2N1 (configuration not stated),-4.5,0.4
O=C(c1ccccc1)n1c(=O)cc[nH]c1=O,-9.2,-2.6
NC(=O)C1CCN(C(=O)C2CCN(S(=O)(=O)c3ccccc3)CC2)CC1,0.7,-8.8
Cc1cc(C)nc(SCCC(=O)Nc2ccccc2Cl)n1,-1.2,-5.1
COc1ccc(NC(=S)N2CCC(C(=O)c3ccc(Cl)cc3)CC2)cc1,17.2,-9.9
Cc1c(NC(=S)Nc2cccc(Cl)c2)c(=O)n(-c2ccccc2)n1C,-7.7,-0.5
CCO[C@H]1OC(C(=O)N2CCN(C)CC2)=C[C@@H](c2ccc(Br)cc2)[C@@H]1CCCO,13.7,3.6
CSc1ncccc1C(=O)OCC(=O)NCCCc1ccccc1,-19.1,15.1
O=C(COC(=O)CNC(=O)c1ccccc1Cl)Nc1cc(C(F)(F)F)ccc1Cl,-22.1,3.5
O=C(COc1ccc2c(c1)CCC2)Nc1ccccn1,3.1,4.6
Cc1cc(NC(=O)COc2ccc3c(C)c(C)c(=O)oc3c2)no1,-3.0,14.3
Cn1c(=O)oc2cc(S(=O)(=O)NCc3cccnc3)ccc21,6.7,-6.7
COC(=O)C1CCN(C(=O)C2CCCCC2)CC1,-13.6,21.5

# 4 compounds from above, ordered by SMILES length, high to low.
SMILES,TAG inh,TAG inh DAPI viability
Cc1c(NC(=S)Nc2cccc(Cl)c2)c(=O)n(-c2ccccc2)n1C,-7.7,-0.5
O=C(CSc1nccn(-c2ccc(F)c(F)c2)c1=O)NC1CCCC1,-2.2,-5.5
Cc1cc(C)nc(SCCC(=O)Nc2ccccc2Cl)n1,-1.2,-5.1
O=C(COc1ccc2c(c1)CCC2)Nc1ccccn1,3.1,4.6

# More structures follow.
SMILES,TAG inh,TAG inh DAPI viability
CCOc1ccc(C(=O)NCC(=O)N2CCCCCCC2)cc1,-1.7,-18.1
CC(C)Nc1nc(Nc2ccc(C(N)=O)cc2)c2sccc2n1,7.2,-0.5
Cc1ccc(S(=O)(=O)c2c(N)n(CCCN(C)C)c3nc4ccccc4nc23)cc1,4.8,163.7
COc1cc(C(=O)Nc2nc3ccc(C)cc3s2)ccc1OCc1c(C)noc1C,50.5*,11.6*
CSc1ncccc1C(=O)OCC(=O)Nc1nc(C)c(Cl)cc1Cl,3.7,2.1
Cc1cc(=O)n2c3ccccc3n(C)c2n1,-3.7,0.6
CCOc1ccc(-n2cc(C(=O)N3CCN(C)CC3)c3cc(OC)c(OC)cc3c2=O)cc1,-34.5,8.0
Cc1cccc(-c2noc(CSc3ccccc3)n2)c1,-20.6,-0.5
CC(=O)C1=C(O)C(=O)OC1c1ccc(Cl)cc1 (configuration not stated),16.3,-8.5
COc1cc(NC(=S)N2CCCC2)cc(OC)c1,5.6,6.2
COc1ccc(S(=O)(=O)N2CCC(O)(c3cccnc3)CC2)cc1OC,0.4,9.4
CC1(C)NC(=S)NC1=S,4.5,-4.6
